From PubChem BioAssay
FLuc modulator – inhibits or activates purified firefly luciferase, miR-21 counter-screen. P08659. actives 6.9% (n = 360,000). purified FLuc, Km substrates, luminescence inhibition. Potency, µM (titrated, usually from 57.5 µM), inactives show at the highest dose activity change, negative = inhibition, hits mostly inhibitors;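 further: potency means the concentration at half of the fitted maximal effect; plate controls were vehicle for no effect and reference inhibitor for full effect; nearly all actives have a fitted effect of over 55% in size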
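Purified P. pyralis luciferase (10nM final) with 10uM D-luciferin and 10uM ATP (Km levels) in 50mM Tris acetate pH 7.5, 10mM Mg acetate, 0.01% Tween-20, 0.05% BSA; qHTS 6-point titration, ~60 µM downward; luminescence read.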
NPC1 prom act – NPC1 promoter activation. Huh7 NPC1 promoter luciferase reporter, 24 h. Potency, µM (series often up to 9.22 µM), for inactives: at the highest dose activation, hits mostly activators. actives 2.4% (n = 320,000). AID 485313;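 further: potency means the concentration at half of the fitted maximal effect; % of control where 0% means no effect; nearly all actives have a fitted effect of over 60% in size; reporter is driven by a mutant NPC1 promoter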
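Readout is luciferase luminescence, reflecting NPC1 promoter activation in stably transfected Huh7 cells after 24 h compound exposure at 37 °C in reduced-serum medium with 10% FBS.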
Rab9 prom act – Rab9 promoter activation; Huh7 Rab9 promoter-luciferase reporter, luminescence, 24 h; Potency, µM (top dose mostly 9.22 µM), for inactives: at the highest dose activation, negative = inhibition, hits mostly activators; actives 2.8% (n = 320,000); further: potency means the concentration at half of the fitted maximal effect; % of control where 0% means no effect; nearly all actives have a fitted effect of over 60% in size
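Cell-based reporter: Huh7 stable for Rab9 promoter-driven luciferase, plated in reduced-serum medium with 10% FBS at 1500 cells/well, compound-treated 24 h at 37 °C, luminescence read after 10 min reagent.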
Gal4-VP16 FLuc – Gal4-VP16 reporter inhibition counter-screen. Drosophila S2 Gal4-VP16 UAS-luciferase, luminescence, 20 h. Potency, µM (highest dose often 53.6 µM), inactives show at the highest dose activity, negative = inhibition, hits mostly inhibitors. actives 3.5% (n = 310,000);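 further: Gal4-VP16 expression switched on by copper sulfate through the metallothionein promoter; potency means the concentration at half of the fitted maximal effect; on the % scale 0 is the no-effect control and ±100 the full control effect; nearly all actives have a fitted effect of over 50% in size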
BRCA1 expr up – BRCA1 expression activation; MCF7-BRCA1-FFLuc reporter, luminescence, 48 h; response scale: scaled: vehicle 0%, 10 µM genistein 100%; Potency, µM (doses to about 46.1 µM), for the others: at the highest dose activation, usual class: activators; actives 1.1% (n = 380,000); further: potency means the concentration at half of the fitted maximal effect; nearly all actives have a fitted effect of over 80% in size; some results filed as inactive show a strong effect at the top dose
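Luminescence from a BRCA1-driven firefly luciferase in MCF7 cells was read after 48 h compound exposure at 37 C. Data normalized against DMSO and a 10microM genistein activation control, then curve-fitted across the titration.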
RORgamma inh – inhibitors of mouse ROR gamma transcriptional activity. Drosophila S2 Gal4-RORgamma UAS-luciferase reporter, 20 h. Potency, µM (titrated, usually from 53.6 µM), for the others: top-dose activity change, negative = inhibition, most hits filed as inhibitors. actives 5.4% (n = 310,000). AID 2551; further: potency means the concentration at half of the fitted maximal effect; on the % scale 0 is the no-effect control and ±100 the full control effect; nearly all actives have a fitted effect of over 60% in size
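In this cell-based reporter format, copper sulfate (700 uM final) drives Gal4–ROR gamma fusion expression from a metallothionein promoter in Drosophila Schneider cells; compounds preincubated 1 hr, reporter read after 20 hr at ambient temperature.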
p53 reactivator – restores transcriptional activity of mutant p53. H1299 p53-A138V BP100-luciferase reporter, luminescence, 24 h. Potency, µM (doses to about 92.2 µM), without a hit: at the top dose activity change, positive = activation, most hits filed as activators. actives 0.063% (n = 320,000); further: potency means the concentration at half of the fitted maximal effect; % of control where 0% means no effect; nearly all actives have a fitted effect of over 45% in size
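p53-null H1299 cells stably carrying temperature-sensitive p53-A138V and a BP100-luciferase reporter were pinned with compounds (4-point, 1:5 series) and held 24 hrs at 37 deg C. Luminescence was read 10 min after detection reagent.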
Menin-MLL TR inh – displaces Texas Red mutant MLL peptide from human menin. Menin + Texas Red MLL mutant peptide, fluorescence polarization. Potency, µM (highest dose often 61.6 µM), for the others: top-dose FP activity change, negative = inhibition, most hits filed as inhibitors. actives 0.23% (n = 270,000). AID 1768; active means well fitted inhibition curve with a large enough effect in the polarisation, with a control signal flat, not every such curve was filed as active; inconclusive means small, poorly fitted or top-dose-only effect, or effect the other way, or a change in a side signal; inactive means no such curve, though single readings can be large or run the other way; the % refers to the polarisation; further: potency means the concentration at half of the fitted maximal effect; % of control where 0% means no effect; many of its hits are not listed in these tables
Target sequence (O00255 whole entry, looked up): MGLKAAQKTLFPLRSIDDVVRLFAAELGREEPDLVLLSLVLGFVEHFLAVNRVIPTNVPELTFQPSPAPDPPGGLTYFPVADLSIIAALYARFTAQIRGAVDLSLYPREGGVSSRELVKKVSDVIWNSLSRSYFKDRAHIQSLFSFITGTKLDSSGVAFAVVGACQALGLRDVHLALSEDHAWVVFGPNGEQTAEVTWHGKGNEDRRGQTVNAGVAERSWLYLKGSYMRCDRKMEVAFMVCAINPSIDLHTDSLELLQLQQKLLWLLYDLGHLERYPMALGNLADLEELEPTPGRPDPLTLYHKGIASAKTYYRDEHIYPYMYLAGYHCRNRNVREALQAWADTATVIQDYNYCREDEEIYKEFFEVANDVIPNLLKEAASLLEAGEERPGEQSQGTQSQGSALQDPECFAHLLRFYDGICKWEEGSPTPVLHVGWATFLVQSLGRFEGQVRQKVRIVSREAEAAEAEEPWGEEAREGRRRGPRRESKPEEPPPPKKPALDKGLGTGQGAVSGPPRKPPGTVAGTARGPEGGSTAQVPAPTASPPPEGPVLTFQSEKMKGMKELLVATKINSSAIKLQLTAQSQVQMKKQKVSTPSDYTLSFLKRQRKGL
Giardia kill – kills Giardia lamblia. AID 540267. activity change, % at 7.66 µM, hits read low. actives 0.15% (n = 340,000). Giardia lamblia trophozoite viability; in the data active means activity change below about -80%; inconclusive means between about -30% and that limit;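 further: parasites exposed to compound for two days anaerobically before the ATP read; on the % scale 0 is the no-effect control and ±100 the full control effect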
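Media and compound were dispensed first, then trophozoites at 100 cells/well; plates sat 48 hrs at 37 deg C without oxygen before ATP luminescence reagent was added and read after 15-30 min at room temperature.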
ELG1 genotox – inducers of genotoxicity in HEK293T ELG1-luciferase cells; HEK293T ELG1-luciferase reporter, luminescence, 16 h; Potency, µM (titrated, usually from 46 µM), for inactives: top-dose activity change, positive = activation, actives largely listed as activators; actives 1.3% (n = 330,000); AID 504466; further: potency means the concentration at half of the fitted maximal effect; % of control where 0% means no effect; nearly all actives have a fitted effect of over 60% in size
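DMSO vehicle served as control against compound-treated ELG1-luciferase HEK293T cells; exposure lasted 16 hr at 37 °C and 5% CO2, followed by ONE-Glo luminescence detection after 30 min.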
PKM2 act – activators of human pyruvate kinase M2; actives 0.34% (n = 260,000); purified PKM2, Kinase-Glo ATP luminescence, activation; response scale: 0% is enzyme alone, no compound; Potency, µM (doses to about 57.5 µM), without a hit: at the top dose activation, most hits filed as activators; further: potency means the concentration at half of the fitted maximal effect; on the % scale 0 is the no-effect control and ±100 the full control effect; nearly all actives have a fitted effect of over 55% in size
Target sequence (P14618 whole entry, looked up): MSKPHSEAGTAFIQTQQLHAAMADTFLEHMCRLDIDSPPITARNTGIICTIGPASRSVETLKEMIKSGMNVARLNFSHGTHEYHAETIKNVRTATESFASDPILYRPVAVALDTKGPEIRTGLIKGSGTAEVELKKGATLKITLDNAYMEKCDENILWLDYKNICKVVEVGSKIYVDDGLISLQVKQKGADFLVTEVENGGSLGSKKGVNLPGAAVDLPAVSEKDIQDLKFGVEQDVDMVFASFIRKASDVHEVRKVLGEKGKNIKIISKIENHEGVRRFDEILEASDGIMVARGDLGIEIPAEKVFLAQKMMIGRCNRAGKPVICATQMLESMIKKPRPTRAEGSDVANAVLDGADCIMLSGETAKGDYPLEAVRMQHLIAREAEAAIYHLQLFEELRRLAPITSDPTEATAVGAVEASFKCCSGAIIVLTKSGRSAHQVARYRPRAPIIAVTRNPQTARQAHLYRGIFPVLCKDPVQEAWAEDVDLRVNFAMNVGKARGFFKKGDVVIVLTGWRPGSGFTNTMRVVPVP
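ATP formation by purified human PK-M2, quantified via coupled luciferase luminescence after 1 h at room temperature with 0.1 mM ADP and 0.5 mM PEP final.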
* = called active by the depositor; ? = inconclusive; / = not tested or not shown; [ ] = dose if it differs, or a comment. Unless noted, the call rests on the fitted dose curve; in most records, active means well fitted curve in the direction sought with a large enough effect; inconclusive means small, poorly fitted or top-dose-only effect, or another doubt; inactive means no such curve, though single readings can be large; an effect the other way counts as inactive or inconclusive.

SMILES	FLuc modulator	NPC1 prom act	Rab9 prom act	Gal4-VP16 FLuc	BRCA1 expr up	RORgamma inh	p53 reactivator	Menin-MLL TR inh	Giardia kill	ELG1 genotox	PKM2 act
O=C(N/N=C/c1cccs1)c1cccc(NC(=O)c2ccc(Cl)cc2)c1	-14%	-3%	-1%	13µM*	/	10µM*	-24%	?	/	?	-9%
CCN(CC)S(=O)(=O)c1ccc2oc(Nc3ccccc3)nc2c1	15µM*	?	?	?	46%	?	19%	?	?	?	0%
CCOC(=O)N1CCN(C(=O)CCS(=O)(=O)c2ccc(Br)s2)CC1	-2%	-2%	13%	-5%	49%	17%	2%	-1%	-2	2%	0%
COc1ccc(/C=N/N=C2/NC(=O)C(CC(=O)O)S2)cc1OS(=O)(=O)c1ccccc1 (centres undefined)	?	-1%	-7%	1%	-27%	0%	1%	-12%	5	1%	-11%
Cc1ccc(C(=O)NCCCNc2ccc(C(F)(F)F)cc2[N+](=O)[O-])cc1	-1%	-3%	-2%	-1%	-33%	8%	-8%	6%	0	1%	-17%
CN(C)S(=O)(=O)c1ccc(C(=O)Nc2cccc(S(=O)(=O)NC3=NCCC3)c2)cc1	-19%	-2%	-3%	8%	10%	7%	-4%	/	23	0%	3%
COc1ccc(N2CCN(C(=O)COc3ccc(S(=O)(=O)N4CCOCC4)cc3C)CC2)cc1	1%	-5%	-1%	6%	-27%	?	-7%	-8%	1	-9%	1%
COc1ccc(-c2c(C#Cc3ccsc3)c3cc(-c4ccc5[nH]ccc5c4)ccc3n2C)cc1	2%	-1%	2%	/	-35%	/	5%	/	-11	-2%	/
O=C(COC(=O)c1cc(Br)ccc1O)Nc1cc(S(=O)(=O)N2CCCC2)ccc1Cl	-16%	-1%	1%	-5%	-4%	-2%	1%	?	-1	-2%	-8%
Cc1c(C(=O)Nc2ccc(-c3nnc4n3CCCCC4)cc2)oc2ccc(Br)cc12	-16%	-2%	1%	-11%	-51%	16%	6%	-5%	-8	-14%	-19%
O=C(CCCC(=O)OCC(Cl)=C(Cl)Cl)Nc1ccccc1F	-11%	0%	-5%	2%	-10%	11%	-6%	-20%	-22	-1%	2%
CCOc1ccc(C(=O)Nc2cccc3nsnc23)cc1[N+](=O)[O-]	-1%	-6%	-7%	-7%	10%	5%	0%	6%	-6	13%	-1%
CCOC(=O)c1sc2c(c1C)c(=O)n(CCO)c(=O)n2Cc1ccccc1	-4%	-2%	-2%	-5%	-40%	0%	9%	?	-19	6%	/
O=C(CN1c2ccccc2Sc2ccccc21)NNC(=O)Nc1ccc(Cl)c(Cl)c1	-3%	-5%	2%	2%	-100%[inhibitor]	15%	-2%	/	?	-3%	-1%
COC(=O)CN1C(=O)Nc2ccc(C)cc2C1c1ccccc1 (centres undefined)	4%	-1%	-2%	14%	-18%	6%	-5%	-8%	-13	0%	2%
COCCNC(=O)C1=NOC(Cn2cc(C#N)c(=O)n(C)c2=O)C1 (centres undefined)	0%	-1%	-2%	1%	3%	8%	3%	2%	15	0%	-12%
Cc1nc(-c2ccc([N+](=O)[O-])cc2)nc2[nH]ccc(=O)c12	5.4µM*	1.1µM*	1.1µM*	-4%	?	?	21%	57%[activator]	-3	?	/
CC1(C)CC(=O)c2sc(N3CCCCC3)nc2C1	?	?	?	3%	?	-1%	?	-8%	-7	?	-9%
Cc1cc(=O)[nH]c(SCC(=O)Nc2ccccc2C#N)c1C#N	0%	0%	2%	0%	27%	35%	2%	-1%	-13	-2%	7%
CCOC(=O)c1ccc(NC(=O)CSc2nnc(NC(=O)c3ccc(S(=O)(=O)N4CCOCC4)cc3)s2)cc1	1.7µM*	11%	3%	0%	15%	-1%	4%	?	-23	9%	-6%
Fc1ccc(Oc2cnns2)cc1	-2%	-1%	1%	9%	-3%	-16%	6%	2%	-10	0%	0%
COc1ccc(N(CC(=O)Nc2cc(C)on2)S(=O)(=O)c2ccc(Cl)cc2)cc1	2%	1%	0%	-2%	-51%	-16%	-2%	2%	-21	-3%	12%
COc1ccccc1CN1C(=O)C(=O)N(Cc2cccc(C)c2)C1=O	-5%	3%	8%	-6%	10%	-10%	-3%	0%	8	7%	-3%
CC(C)c1ccc2[nH]c(O)c(N=NC(=O)c3cccc(S(=O)(=O)Nc4cccc(Cl)c4)c3)c2c1	0%	8%	-3%	3%	8%	-1%	2%	/	-3	12%	-11%
CCOC(=O)C1(O)CC(C)=NN1C(=O)c1cccc(Br)c1 (centres undefined)	0%	-3%	-3%	5%	0%	?	7%	-2%	12	0%	-4%
Clc1ccccc1CSc1nnc(Cn2cnc3ccccc32)n1-c1ccccc1	1%	1%	-6%	-7%	0%	16%	-4%	-9%	-4	-8%	7%
COc1cc(/C=N/NC(=O)c2ccncc2)ccc1OC(=O)c1cccc(F)c1	-3%	-3%	4%	-8%	-2%	?	-2%	/	7	19%	4%
CC(C)(C)n1ncc2c(=O)n(CC(=O)NCc3ccccc3Cl)cnc21	3µM*	0.4µM*	0.4µM*	-26%	?	?	5%	1%	-12	?	-10%
Nc1nc(CN2CCN(Cc3ccccc3)CC2)nc(N2CCCc3ccccc32)n1	0%	-3%	-2%	-6%	1%	10µM*	10%	-27%	-18	-4%	-5%
CC(C)(C)NC(=O)C(c1ccc(O)cc1)N(C(=O)CCC(=O)Nc1ccccn1)c1ccc(F)cc1 (centres undefined)	2%	1%	-4%	-1%	-3%	24%	-2%	-3%	-1	-9%	-3%
CCCCOc1cc(=O)[nH]c(=O)[nH]1	-1%	1%	0%	/	4%	-4%[0.365 µM]	-2%	16%	1	-8%	4%
CC1CCN(C(=O)CSc2nc3c(c(=O)n2C)SC(C)C3)CC1 (centres undefined)	0%	0%	5%[1.84 µM]	-2%	-2%	4%	-17%	/	14	0%	0%
O=C(NCc1ccco1)c1ccc(Cl)c(S(=O)(=O)N2CCOCC2)c1	-14%	0%	5%	-14%	3%	-7%	-10%	-2%	4	-8%	-23%
COc1ccc(C(c2c(NC(=O)c3ccco3)sc(C)c2C)N2CCOCC2)cc1 (centres undefined)	4%	-3%	3%	/	1%	/	3%	/	13	0%	/
Cc1ccc2nc(/C(C#N)=C\c3ccc(N4CCOCC4)o3)[nH]c2c1	0.43µM*	2.2µM*	1.8µM*	-1%	66%	?	?	0%	5	?	-1%
O=C(O)/C=C/c1ccc(S(=O)(=O)Nc2ccccc2C(=O)Nc2ccc(F)cc2)cc1	12µM*	-1%	2%	-1%	-77%[inhibitor]	10%	-2%	30%	-4	8%	3%
O=S(=O)(N1CCOCC1)N1CCOCC1	0%	-11%	0%	-9%	6%	-6%	-4%	2%	-7	2%	0%
Cc1cc(NC(=O)c2ccc(Cn3cc([N+](=O)[O-])cn3)o2)no1	3%	2%	-3%	4%	-2%	-10%	23%	/	1	1%	/
COc1ccc(N2C(=O)C(F)(F)C2c2ccccc2F)cc1 (centres undefined)	-12%	-3%	5%	3%	18%	-4%	1%	-9%	8	1%	-1%
CCc1nonc1NC(=O)c1oc2cc(C)c(C)cc2c1C	-11%	?	?	8%	62%	-29%	2%	/	20	?	/
CN(C)CCCNC(=O)C(=O)NCC1CCCO1 (centres undefined)	-2%	-1%	-3%	-2%[10 µM]	0%	14%	-1%	10%	-4	1%	-9%
C=CCNC(=S)NNC(=O)c1cc(C)nc2ccccc12	-18%	-3%	3%	-6%	7%	-43%	-4%	0%	-15	-2%	-2%
CCCCCc1cc(=O)oc2c(C(CCN(CC)CC)c3ccc(OC)cc3)c(OC)cc(OC)c12 (centres undefined)	4%	-3%	-1%	8.9µM*	-61%	?	4%	/	-16	-2%	5%
Cc1cc(=O)n2c3ccccc3n(CC(O)CN3CCCCC3)c2c1C#N (centres undefined)	0%	-2%	0%	-9%	27%	-15%	-3%	?	-7	9%	-3%
CCOC(=O)c1[nH]c2ccc(C)cc2c1NC(=O)CN1CCCCC1	1%	1%	1%	3%	-21%	-31%	-17%	0%	3	-8%	-4%
COc1cccc(OC)c1OCC(C)CNCC1CCCO1 (centres undefined)	1%	0%	-3%	10%	3%	-25%	-5%	/	8	-1%	-2%

Compound profiles, from the list above.
CCOC(=O)c1[nH]c2ccc(C)cc2c1NC(=O)CN1CCCCC1 is listed with FLuc modulator = 1%; NPC1 prom act = 1%; Rab9 prom act = 1%; Gal4-VP16 FLuc = 3%; BRCA1 expr up = -21%; RORgamma inh = -31%; p53 reactivator = -17%; Menin-MLL TR inh = 0%; Giardia kill = 3; ELG1 genotox = -8%; PKM2 act = -4%
C=CCNC(=S)NNC(=O)c1cc(C)nc2ccccc12 is listed with FLuc modulator = -18%; NPC1 prom act = -3%; Rab9 prom act = 3%; Gal4-VP16 FLuc = -6%; BRCA1 expr up = 7%; RORgamma inh = -43%; p53 reactivator = -4%; Menin-MLL TR inh = 0%; Giardia kill = -15; ELG1 genotox = -2%; PKM2 act = -2%

These rows are one share of the data; the hit share may differ from the screen's.
